HT1080 IDH1KD tx = toxicity to HT-1080 IDH1 knockdown cells (counter line); HT-1080 IDH1 knockdown viability, ATP luminescence, 48 h; Potency, µM (highest dose often 46.1 µM), for the others: top-dose activity, negative = toxicity, usual class: cytotoxic; 360,000 compounds, 2% hits; AID 686971;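 also: 0% = DMSO wells and -100% = cell-free medium wells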
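HT-1080-IDH1KD cells (IDH1 knocked down), 750/well in RPMI with 5% FBS, treated with compound 48 h at 37 degrees C. Viability by CellTiter-Glo luminescence, normalised to DMSO and no-cell wells; concentration-response curves classed.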
SW480 rerep = DNA re-replication induction in SW480 cells. SW480 DNA re-replication, Hoechst DNA content imaging, 48 h. Potency, µM (top dose mostly 46.1 µM), without a hit: at the top dose re-replication activation, usual class: activators. 340,000 compounds, 1.8% hits. AID 624297; also: % of control where 0% means no effect; nearly all actives have a fitted effect of over 55% in size
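Image-based DNA-content assay: after two days of treatment, nuclei were labelled with the DNA dye Hoechst and imaged, and hits were compounds raising the count of nuclei showing high fluorescence intensity.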
TDP-43 yeast inh = rescues yeast growth from TDP-43 toxicity; TDP-43 expressing yeast growth rescue, BacTiter-Glo, 24 h; Potency, µM (top dose mostly 46.1 µM), for inactives: at the top dose growth rescue (activation), most hits filed as activators; 410,000 compounds, 1.8% hits; AID 652104; also: % of control where 0% means no effect; nearly all actives have a fitted effect of over 50% in size
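Luminescence from BacTiter-Glo reports growth of TDP-43-expressing yeast after 24 hr at 30 deg C with compound. Cells were raffinose-pregrown to mid-log, then seeded in galactose medium at OD600=0.02.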
KB-3-1 tox = kills parental KB-3-1 adenocarcinoma cells | KB-3-1 viability, CellTiter-Glo ATP luminescence, 72 h | Potency, µM (highest dose often 46.1 µM), inactives show at the highest dose activity change, negative = cytotoxic, actives largely listed as cytotoxic | 400,000 compounds, 1.4% hits | AID 1347075; also: % is scaled to controls: 0 for no effect and ±100 for the full control effect; nearly all actives have a fitted effect of over 60% in size
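Cytotoxicity measured as CellTiter-Glo luminescence after 72 h at 37 C. Compound titrations were pinned onto drug-naive KB-3-1 parental adenocarcinoma cells grown in DMEM with 10% FBS, and normalized data fitted to concentration-response curves.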
HEK293 tox = cytotoxic in the GLP-1 receptor inverse agonist counter-screen; HEK293 cAMP-luciferase reporter cells, luminescence, 24 h; Potency, µM (highest dose often 38.3 µM), inactives show top-dose activity change, negative = inhibition, most hits filed as inhibitors; 410,000 compounds, 0.13% hits;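 also: loss of luciferase light is scored as toxicity; % is scaled to controls: 0 for no effect and ±100 for the full control effect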
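To flag toxic compounds, the library was rerun on cells for 24 hr at 37 deg C and 5% CO2. Viability-linked luminescence was captured 12 min after adding luciferase detection reagent.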
KB-V1 MDR tox = kills drug-selected multidrug resistant KB-V1 cells; KB-V1 MDR cells viability, CellTiter-Glo, 72 h; Potency, µM (titrated, usually from 46.1 µM), for inactives: top-dose activity change, negative = cytotoxicity, hits mostly cytotoxic; 400,000 compounds, 3.4% hits; AID 1347076; also: % is scaled to controls: 0 for no effect and ±100 for the full control effect; nearly all actives have a fitted effect of over 60% in size
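Cytotoxicity via CellTiter-Glo luminescence after 72 h compound exposure at 37 degrees C. Cells: drug-selected KB-V1 line, DMEM phenol-red free plus 10% FBS. Compounds tested at multiple concentrations; normalized data fitted to concentration-effect curves.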
GLP-1R inv ag = acts as inverse agonist at human GLP-1 receptor; P43220; HEK293 GLP-1R CRE-luciferase, luminescence, 24 h; GLP-1R form is constitutively active; Potency, µM (series often up to 38.3 µM), for the others: at the top dose activity change, negative = inhibition, actives largely listed as inhibitors; 410,000 compounds, 1.6% hits; AID 624417; also: % is scaled to controls: 0 for no effect and ±100 for the full control effect; nearly all actives have a fitted effect of over 55% in size
Target sequence (P43220 whole entry, looked up): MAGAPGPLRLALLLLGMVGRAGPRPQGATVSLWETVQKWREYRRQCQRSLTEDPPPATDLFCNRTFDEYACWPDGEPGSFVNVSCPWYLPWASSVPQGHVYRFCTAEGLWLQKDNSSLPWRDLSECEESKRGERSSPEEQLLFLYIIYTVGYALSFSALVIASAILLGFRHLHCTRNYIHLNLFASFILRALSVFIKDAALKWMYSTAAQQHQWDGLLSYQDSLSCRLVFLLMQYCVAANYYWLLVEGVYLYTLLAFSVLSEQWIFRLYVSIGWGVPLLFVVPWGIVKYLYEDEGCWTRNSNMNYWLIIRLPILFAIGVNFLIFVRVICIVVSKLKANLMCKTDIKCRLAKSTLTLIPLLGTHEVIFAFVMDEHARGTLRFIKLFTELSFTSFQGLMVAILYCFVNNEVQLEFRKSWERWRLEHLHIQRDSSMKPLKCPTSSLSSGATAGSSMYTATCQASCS
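HEK293 cells stably co-expressing constitutively active GLP-1R and a cAMP-responsive luciferase reporter were seeded in DMEM with 10% Nu serum, given compounds after 12 h, and incubated 24 h at 37 deg C. Luminescence was then read.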
HT1080-NT tox = kills 2HG-producing HT-1080-NT fibrosarcoma cells; HT-1080-NT fibrosarcoma viability, CellTiter-Glo ATP luminescence, 48 h; Potency, µM (highest dose often 46.1 µM), for the others: at the highest dose activity, negative = less viability, usual class: cytotoxic; 360,000 compounds, 1.6% hits;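 also: NT is the 2HG producing partner of a matched IDH1 knockdown line; 0% = DMSO-treated cells and -100% = media-only wells without cells; nearly all actives have a fitted effect of over 55% in size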
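Compounds were tested in concentration-response format on HT-1080-NT cells for 48 hours at 37 degrees C. Cell viability came from CellTiter-Glo luminescence; curves were classified by r2, response magnitude and activity.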
GLP-1R agonist = activates the human GLP-1 receptor; P43220; HEK293 GLP-1R CRE-luciferase, luminescence, 4-6 h; cells express a hypersensitive GLP-1R form; Potency, µM (titrated, usually from 45.6 µM), for the others: at the top dose activation, actives largely listed as activators; 380,000 compounds, 0.007% hits; also: % of control where 0% means no effect
Numbers without * were called inactive; ? = inconclusive; nt = no result given; [ ] = remark or other dose. Calls follow the shape of the dose curve; as a rule, active = well fitted curve in the direction sought with a large enough effect; inconclusive = small, poorly fitted or top-dose-only effect, or another doubt; inactive = no such curve, though single readings can be large; an effect the other way counts as inactive or inconclusive. Potency is read from the fitted curve at half-maximal effect. Outcome played no part in choosing rows, and some 9.4% of all compounds hit somewhere here.

SMILES	HT1080 IDH1KD tx	SW480 rerep	TDP-43 yeast inh	KB-3-1 tox	HEK293 tox	KB-V1 MDR tox	GLP-1R inv ag	HT1080-NT tox	GLP-1R agonist
CC(C)c1nnc(NC(=O)CN(C)S(=O)(=O)c2ccc3c(c2)OCCO3)s1	-6%	-8%[9.22 µM]	-1%	-7%	-12%	-4%	0%	-5%	-12%
NS(=O)(=O)c1ccc(NC(=O)/C=C/c2cn(-c3ccccc3)nc2-c2cccc(Cl)c2)cc1	?	12%	-17%	?	-5%[7.66 µM]	-11%	?	?	0%
CCc1cccc(NC(=O)CSc2nccn2C)c1	nt	nt	18%	-1%	4%	-15%	0%	nt	-3%
CCCCCc1ccc2cc(C#N)ccc2n1	6%	nt	?	0%	-10%	0%	16%	21%	14%
COc1ccccc1N1CCN(C(=O)C2CCN(S(=O)(=O)c3ccc4c(c3)CC(C)N4C(C)=O)CC2)CC1 (centres undefined)	-10%	-13%	4%	-1%	-3%	11%	14%	-2%	-2%
O=S(=O)(CCc1ccncc1)C1Cc2cccc3cccc1c23 (centres undefined)	-1%	9%	-15%	-4%	7%	-1%	-13%	-1%	0%
Cc1ccc(-c2nc3c(C)cc(Br)cn3c2Cc2ccsc2)cc1	16µM*	nt	0%	?	-14%	-20%	?	?	-9%
Cc1ccsc1/C=C1/C(=O)NN(c2ccccc2)C1=O	-6%	-4%	-24%	2%	6%	-6%	?	-6%	1%
CCN(CC)c1ccc(/C=C2\NC(=O)NC2=O)cc1	-9%	4%	-7%	?	1%	?	25%	-5%	10%
CN(C)S(=O)(=O)c1ccc(C(=O)OCC(=O)NC(=O)NC2CCCC2)cc1	0%	-7%	8%	-6%	-9%	0%	10%	8%	3%
Oc1c(C(c2ccccn2)N2CCCCC2)cc(Cl)c2cccnc12 (centres undefined)	16µM*	?	-5%	?	?	?	?	15µM*	0%
CC(Sc1nnnn1C1CC1)C(=O)Nc1cccc(S(=O)(=O)N2CCOCC2)c1 (centres undefined)	10%	-23%	9%	-1%	8%	4%	-3%	9%	-4%
COc1ccc2c(c1)c(CC(=O)Nc1cc(C)ccc1C)c(C)n2C(=O)c1ccc(Cl)cc1	-15%	1%	-5%	-23%	0%	-1%	?	3%	0%
COc1ccc(C2SCC(=O)N2Cc2ccccc2)cc1 (centres undefined)	0%	13%	10%	1%	-8%	7%	-22%	1%	-4%
Cc1ccccc1-c1cc(C(=O)Nc2sc(C(=O)OC(C)C)c(C)c2C#N)c2ccccc2n1	?	?	-4%	5.2µM*	?	8.2µM*	-9%	?	-8%
CC(=O)c1ccc2c(c1)c(C#N)c1ccccc1[n+]2[O-]	-6%	6%	?	?	26%	-18%	32%[activator]	-5%	8%
CCCCN(CCCC)CC(O)Cn1c2ccccc2c(=O)c2ccccc21 (centres undefined)	0%	7.3µM*	0%	-2%	88%[activator]	-5%	2%	6%	1%
COc1ccc(-n2nnnc2C(c2ccccc2OC(F)(F)F)N2CCN(C/C=C/c3ccccc3)CC2)cc1 (centres undefined)	-20%	nt	3%	-24%	5%	?	?	-21%	0%
CCCNC(=O)C1(C)CCCN(Cc2ccc(Oc3ccccc3)cc2)C1 (centres undefined)	?	nt	-7%	?	-8%	?	?	-28%	4%
COc1ccccc1C(=O)NCC(=O)OCC(=O)Nc1ccc2[nH]c(=O)[nH]c2c1	14%	6%	11%	17%	1%	0%	3%	16%	-6%
CC1CN(S(=O)(=O)c2ccc(C(=O)Nc3nc(-c4cc5ccccc5o4)cs3)cc2)CC(C)O1 (centres undefined)	-24%	?	-8%	-24%	-6%	?	-30%	-25%	4%
CC(C)n1cc(NC(=O)C2CC(c3cccc(Br)c3)=NO2)cn1 (centres undefined)	-9%	?	28%	-2%	51%[activator]	0%	-9%	2%	3%
CCC(NC(=O)CCc1c(C)c2cc3c(C)c(C)oc3cc2oc1=O)C(=O)N[C@@H](Cc1ccccc1)C(=O)O (some centres undefined)	?	1%	0%	0%	6%	-13%	13%	-2%	0%
COc1ccc(C2=CC3=C(Br)C(=O)C(C)(OC(=O)C4CCCC4)C(=O)C3=CO2)cc1 (centres undefined)	13%	-11%	?	23%	?	-1%	-7%	14%	-2%
CCOC1CCCc2oc(-c3ccsc3)c(-c3cnc(OC)nc3)c21 (centres undefined)	-3%	nt	24%	-26%	-7%	-16%	-20%	0%	10%

2 compounds drawn at random from those above, as already listed:
SMILES	HT1080 IDH1KD tx	SW480 rerep	TDP-43 yeast inh	KB-3-1 tox	HEK293 tox	KB-V1 MDR tox	GLP-1R inv ag	HT1080-NT tox	GLP-1R agonist
COc1ccc2c(c1)c(CC(=O)Nc1cc(C)ccc1C)c(C)n2C(=O)c1ccc(Cl)cc1	-15%	1%	-5%	-23%	0%	-1%	?	3%	0%
COc1ccccc1C(=O)NCC(=O)OCC(=O)Nc1ccc2[nH]c(=O)[nH]c2c1	14%	6%	11%	17%	1%	0%	3%	16%	-6%

Next section:
SMILES	HT1080 IDH1KD tx	SW480 rerep	TDP-43 yeast inh	KB-3-1 tox	HEK293 tox	KB-V1 MDR tox	GLP-1R inv ag	HT1080-NT tox	GLP-1R agonist
CCC(CC)NC(=O)Cc1ccccc1[N+](=O)[O-]	3%	1%	8%	15%	-21%	0%	-8%	4%	-2%
CC(C)(C)OC(=O)N(CCc1ccccc1)Cc1cccc(OCc2cccc(NC(=O)C3CC3)c2)c1	-15%	?	3%	?	-7%	?	?	-1%	-2%
CC(=O)Nc1ccc(NC(=O)CSc2ncc(C(=O)Nc3ccc(F)cc3)c(=O)n2C)cc1	?	?	15%	-24%	-5%	0%	-25%	-22%	-2%
COc1ccc(CCN(C)C(=O)CSc2ncnc3sccc23)cc1OC	10%	-5%	11%	4%	0%	?	124%[activator]	-17%	22%
CC(=O)Nc1cc(-c2cccc(N)c2)cn2c(-c3ccccc3)cnc12	-24%	nt	24%	0%	4%	4%	-12%	-14%	7%
COCCNC(=O)C(=O)N/N=C(\C)CC(=O)Nc1cccnc1	1%	-9%	18%[9.22 µM]	0%	5%	-10%	13%	2%	2%
COc1ccccc1C(=O)Nc1ccccc1C(=O)N1C(C)CCCC1C (centres undefined)	-4%	0%	-9%	1%	5%	?	-37%	7%	10%
COC(=O)C1=C(C)N=c2s/c(=C/c3cccs3)c(=O)n2C1c1cccs1 (centres undefined)	6%	-7%	4%	3%	-3%	3%	-23%	10%	-13%
Cc1ccc(-c2nn(-c3ccccc3)cc2C(=O)N2CCN(C3CCS(=O)(=O)C3)CC2)cc1 (centres undefined)	-9%	-1%	15%	21%	-34%	-4%	18%	4%	-3%
O=C(Nc1ccc(Cl)cc1)c1ccc(-c2ccccn2)s1	15%	6%	5%	3%	-16%	-6%	-6%	16%	5%
COC(=O)Cn1c2ccc(OC)cc2c2nc(C)sc21	13%	-3%	-3%	1%	-1%	16%	21%	0%	16%
CCN1C(=O)[C@H]2[C@@H](c3ccc(C)cc3)N[C@]3(CCCN(CCC(C)C)C3=O)[C@H]2C1=O	3%	nt	1%	8%	2%	?	6%	5%	-5%
Cc1cccc(Nc2nc3ccccc3n3nnnc23)c1	-14%	10%	8%	1%	-18%	-1%	7%	-11%	11%
COc1ccc(-n2c(Cc3cccn3C)nnc2SCC(=O)NCc2ccccc2Cl)cc1	5%	8%	8%	0%	-3%	-11%	3%	0%	-5%
CN(C(=O)CSc1nncc2ccccc12)c1ccccc1	-4%	0%	7%	-7%	-4%	3%	11%	-7%	0%
O=C(C1=C[C@H](C2CCCCC2)C[C@H](OCCCCO)O1)N1CCN(Cc2ccccc2)CC1	5%	-26%	12%	3%	2%	4%	?	-1%	1%
COc1ccccc1CNC(=O)C(C)n1nc(C)c2c(C)n(-c3ccccc3)nc2c1=O (centres undefined)	-1%	-4%	-7%	?	-2%	-16%	-44%	2%	0%
CN(C(=O)CSc1nc2ccccc2o1)C1CCS(=O)(=O)C1 (centres undefined)	3%	-6%	18%	0%	2%	15%	-4%	15%	-2%
O=C(O)CCCNC(=O)/C(=C\c1ccccc1F)NC(=O)c1ccccc1	21%	?	-4%[9.22 µM]	-1%	-1%	-5%	15%	17%	-2%
CCCCc1ccc(NC(=O)COc2ccc(C(=O)Nc3ccccc3OCC)cc2)cc1	-2%	?	24%	-25%	21%	-1%	21%	-1%	-5%
O=C(COc1ccc2ccccc2c1)N1CCN(C(=O)c2ccco2)CC1	-6%	1%	3%	2%	-5%	?	-5%	-2%	1%
Cc1ccccc1NC(=O)Cc1nnc(NC(=O)Nc2ccccc2F)s1	-8%	1%	-21%	3%	-1%	?	6%	3%	3%
O=C(Nc1nnc(-c2ccc(Cl)cc2)o1)C1=COCCO1	-1%	-6%	?	0%	11%	8.2µM*	4%	0%	-11%
CCCN(CC1CC1)C(=O)COC(=O)c1oc2c(F)cccc2c1C	-5%	-6%	-2%	0%	5%	3%	?	0%	-2%
Cc1ccc(S(=O)(=O)N2CCN(C(=O)c3cc4c(C)nn(-c5ccccc5C)c4s3)CC2)cc1	-14%	9%	-1%	-21%	-11%	?	?	0%	3%
CC(CC(=O)c1cccs1)CC(=O)c1cccs1	-10%	16µM*	3%	0%	-12%	-4%	-31%	4%	-2%
O=C(CSCc1ccccc1)N1CCN(c2cccc(C(F)(F)F)c2)CC1	-21%	7%	?	-3%	-10%	-4%	?	-14%	-5%

3 structures from above, arranged by molecular weight, low to high:
SMILES	HT1080 IDH1KD tx	SW480 rerep	TDP-43 yeast inh	KB-3-1 tox	HEK293 tox	KB-V1 MDR tox	GLP-1R inv ag	HT1080-NT tox	GLP-1R agonist
O=C(COc1ccc2ccccc2c1)N1CCN(C(=O)c2ccco2)CC1	-6%	1%	3%	2%	-5%	?	-5%	-2%	1%
COC(=O)C1=C(C)N=c2s/c(=C/c3cccs3)c(=O)n2C1c1cccs1 (centres undefined)	6%	-7%	4%	3%	-3%	3%	-23%	10%	-13%
CCN1C(=O)[C@H]2[C@@H](c3ccc(C)cc3)N[C@]3(CCCN(CCC(C)C)C3=O)[C@H]2C1=O	3%	nt	1%	8%	2%	?	6%	5%	-5%
